Compound activity: PubChem, The Scripps Research Institute Molecular Screening Center
TAAR1 antag: antagonists of human TAAR1. Q96RJ0. CHO RD-HGA16 TAAR1, Fluo-8 calcium fluorescence, antagonist. inhibition, % at 3 µM. 360,000 tested, 1.5% active;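 active = inhibition above a per-plate cutoff, the mean inhibition of test compounds on that plate plus 3 SD, cut at about 49% in these data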;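 note: 0% = DMSO plus EC80 beta-PEA response and 100% = DMSO alone without agonist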
Target sequence (Q96RJ0 whole entry, looked up): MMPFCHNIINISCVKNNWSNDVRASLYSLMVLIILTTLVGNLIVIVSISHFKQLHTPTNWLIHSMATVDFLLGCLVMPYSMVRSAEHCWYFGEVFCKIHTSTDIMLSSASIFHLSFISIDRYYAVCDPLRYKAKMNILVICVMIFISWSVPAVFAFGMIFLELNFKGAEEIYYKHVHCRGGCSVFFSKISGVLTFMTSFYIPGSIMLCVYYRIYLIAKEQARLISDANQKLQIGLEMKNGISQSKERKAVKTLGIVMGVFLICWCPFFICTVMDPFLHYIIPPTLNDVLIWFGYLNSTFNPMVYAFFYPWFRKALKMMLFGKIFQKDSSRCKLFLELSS
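Test system – hTAAR1-expressing CHO RD-HGA16 cells, Gα16-coupled · Reagent – β-PEA at EC80 concentration, post-compound challenge · Compound dosing – 3 µM, single point · Timing – 140 s kinetic read after compound, 140 s after agonist · Detection – Fluo-8 intracellular calcium dye fluorescence, real-time kinetic reads · Control set – DMSO and EC80 PEA controls · Repeats – n of 1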
CHRM1 agonist: agonists of human M1 muscarinic receptor. P11229. CHO-K1 hM1, Fluo-8 calcium fluorescence, agonist mode; 0% DMSO, 100% acetylcholine EC100. activation, % at 3 µM. 360,000 tested, 0.33% active. AID 588814;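 active = activation above the run's mean compound activation plus 3 SD, cut at about 16% in these data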;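 note: peak over basal fluorescence ratio within a 140 s kinetic read after compound addition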
Target sequence (P11229 whole entry, looked up): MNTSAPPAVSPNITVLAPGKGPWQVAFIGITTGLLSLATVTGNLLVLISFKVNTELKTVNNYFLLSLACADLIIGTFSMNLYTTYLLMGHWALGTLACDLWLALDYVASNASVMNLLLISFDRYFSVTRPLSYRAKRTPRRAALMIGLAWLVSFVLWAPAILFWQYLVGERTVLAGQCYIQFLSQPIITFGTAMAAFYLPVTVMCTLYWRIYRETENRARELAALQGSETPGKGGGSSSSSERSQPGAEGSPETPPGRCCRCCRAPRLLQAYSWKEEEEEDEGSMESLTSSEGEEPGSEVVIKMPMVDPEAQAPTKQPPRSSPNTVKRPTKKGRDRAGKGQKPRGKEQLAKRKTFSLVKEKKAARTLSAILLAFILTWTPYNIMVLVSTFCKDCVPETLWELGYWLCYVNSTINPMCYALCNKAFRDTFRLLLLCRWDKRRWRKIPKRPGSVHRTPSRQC
OXTR agonist: agonists of human oxytocin receptor | CHO-OTR cells, Fluo-8 calcium fluorescence; normalized: DMSO 0%, oxytocin 100% | 320,000 tested, 0.32% active | AID 2435 | activation, % at 3 µM;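 active = activation above the mean of all tested compounds plus 3 SD, cutoff set per screening run, cut at about 20% in these data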;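 note: peak over basal fluorescence ratio from a 100 s FLIPR kinetic read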
CHO parental Ca: signal in parental CHO cells, OX1R antagonist counter-screen; parental CHO-K1, ATP-induced calcium, Fluo-8 fluorescence; inhibition, % at 5.6 µM; 330,000 tested, 0.63% active; AID 463079;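 active = inhibition above that plate's mean sample inhibition plus 3 SD, cut at about 26% in these data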;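 note: 0% = ATP-challenged DMSO wells and 100% = DMSO wells without ATP; some compounds past the cut are filed as inactive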
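Assay system: untransfected parental CHO cell line. Also added: ATP agonist challenge. Dosing: one dose, 5.6 µM nominal. Measured by: Fluo-8 fluorescence. Read-out: % inhibition. Benchmarks: ATP wells versus no-ATP DMSO wells. Repeats: no replicates.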
OXTR potentiate: potentiators of human oxytocin receptor. P30559. CHO-OTR cells, Fluo-8 calcium fluorescence, potentiator mode; 0% = oxytocin EC15, 100% = EC100. activation, % at 3 µM. 320,000 tested, 0.061% active;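 active = activation above that plate's cutoff, the mean activation of tested compounds plus 3 SD, cut at about 6.6% in these data, passing the limit was not always enough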;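 note: 100% uses oxytocin at 75 nM as the full agonist control; some results filed as inactive read as strong as hits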
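Material: human OTR in CHO cells. Compound: 3.0 µM, one dose. Timing: compound 6 min at room temperature before oxytocin, 100 s read. Evaluation: % activation of max/min ratio relative to oxytocin controls. Replication: single well per compound, singlicate. Signal: Fluo-8 calcium dye fluorescence.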
CHRM1 antagonist: antagonists of human M1 muscarinic receptor. CHO-K1 hM1, Fluo-8 calcium fluorescence, ACh EC80 antagonist. inhibition, % at 3 µM. 360,000 tested, 1.3% active;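 active = percent inhibition above its own plate's cutoff, namely the mean of that plate's compound wells plus 3 SD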;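 note: peak over basal fluorescence ratio during 140 s after agonist addition; 0% = ACh EC80 plus DMSO and 100% = DMSO alone without agonist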
TAAR1 agonist: human TAAR1 agonism | activation, % at 3 µM | 360,000 tested, 0.99% active | CHO RD-HGA16 TAAR1, Fluo-8 calcium fluorescence; vehicle wells 0%, saturating PEA agonist 100%;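 active = activation above the mean activation of all test compounds in the run plus 3 SD, cut at about 38% in these data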
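test system = CHO RD-HGA16 cells carrying human TAAR1 plus Gα16 | schedule = 17-24 h seeding, 75 min 37 °C dye, 30 min RT | compound dosing = 3 µM single concentration | control set = DMSO and PEA EC100 | replicates = n 1 | signal = Fluo-8 fluorescence, 5 s baseline then 140 s kinetic read | measure = percent activation vs PEA EC100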
CHRM1 PAM: positive allosteric modulators of human M1 muscarinic receptor; P11229; CHO-K1 hM1, Fluo-8 calcium fluorescence, ACh EC20; 0% = ACh EC20, 100% = maximal ACh; activation, % at 3 µM; 360,000 tested, 0.088% active; AID 588819; in the data active = activation above about 19%, passing the limit was not always enough
V1aR counter: counter-screen for oxytocin receptor agonists: human V1a receptor agonists | P37288 | activation, % at 3 µM | AID 2797 | CHO-V1R cells, Fluo-8 calcium fluorescence, agonist mode; 0% DMSO, 100% 3 nM vasopressin | 320,000 tested, 0.25% active;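 active = activation above the mean activation of all tested compounds plus 3 SD, per screening run, cut at about 20% in these data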;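 note: signal is peak over basal fluorescence ratio across a 100 second FLIPR read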
* marks the source's active call; other numbers are inactive results; / = not tested or not shown; & = joins results of further samples.

cpd	mol	TAAR1 agonist	V1aR counter	CHO parental Ca	CHRM1 agonist	OXTR potentiate	CHRM1 PAM	TAAR1 antag	CHRM1 antagonist	OXTR agonist
1	Cc1cnc(C=NNC(N)=S)c2cccc(N)c12	6.9	/	/	-3.6	/	9.5	-28.6	-22.8	/
2	O=C(O)c1sccc1Oc1ccc(NS(=O)(=O)c2ccccc2)cc1	0.6	-0.6	5.4	-2.7	-15.8	14.3	-13.3	-19.3	-0.7
3	CCN1C[C@@H]2[C@@H]3C(=O)N(Cc4ccccc4)C(=O)[C@@H]3[C@](C)(C1=O)N2C(=O)c1ccccc1	-0.8	/	/	-1.6	/	7.7	3.5	-5.0	/
4	CC(=O)N(C)Cc1ccc(C(=O)CCl)cc1	6.2	-0.1	-8.9	-2.8	-0.5	2.0	-5.2	-1.4	1.0
5	CCOC(=O)CSc1n[nH]c(NC(C)=O)n1	6.2	0.3	-4.7	-0.9	4.4	1.9	7.8	-0.7	0.2
6	Fc1ccc2cc(-c3cccnc3)ncc2c1	2.4	-0.4	-9.4	-4.0	-4.3	0.7	15.8	-2.5	-0.2
7	S=C(Nc1ccc(Cl)cc1)NC1CCCCC1	10.9	6.0	-3.1	0.1	-18.2	-4.6	0.5	0.7	2.8
8	CSc1ccc(N=Nc2c(C)[nH]n(C)c2=O)cc1	-0.2	-1.9	-15.5	-1.5	10.8	4.6	-18.6	3.8	-2.4
9	O=C(Cc1ccccc1)NCc1nc2ccccc2[nH]1	-2.0	0.2	-9.2	-3.0	-1.7	5.2	-4.9	-8.0	-0.1
10	COc1ccc([C@H]2N[C@]3(CCCN(Cc4ccc(Cl)cc4)C3=O)[C@H]3C(=O)N(Cc4ccccc4)C(=O)[C@@H]23)cc1	3.6	/	/	-6.0	/	-6.8	19.1	1.9	/
11	Cn1nnnc1SCC(=O)N1CCN(S(=O)(=O)c2ccccc2)CC1	3.5	1.0	-11.0	-3.5	-5.7	5.2	19.6	0.2	1.3
12	CCc1c(C)nc(SC)n(CC#N)c1=O	1.6	0.3	-0.7	-2.5	0.4	9.5	-9.9	-17.4	0.1
13	C=CCOc1ccc(/C=C2\SC(N3CCCCC3)=NC2=O)cc1	3.6	0.7	1.4	-6.1	-1.6	5.0	-0.3	-16.8	-2.4
14	COCCN(CC(=O)Nc1ccc(F)cc1)S(=O)(=O)c1ccc(S(=O)(=O)N2CCCC2)cc1	12.1	-0.8	-8.8	-5.1	-4.1	1.4	2.2	-3.8	0.5
15	O=C(NCCOc1ccccc1)c1ccc2n[nH]nc2c1	4.0	0.0	-14.9	-1.9	-4.8	4.3	-10.1	-2.5	1.4
16	Cc1ccc(-c2noc(CSc3nnc(-c4ccncc4)n3-c3ccc(C)cc3)n2)cc1	6.2	1.0	-22.9	-5.7	1.2	-1.2	1.4	-3.9	-0.3
17	CC(C)n1c(SCC(=O)Nc2ccc3c(c2)OCO3)nc2c1c(=O)n(C)c(=O)n2C	5.6	-0.9	-23.5	-2.6	-0.3	3.6	-4.4	-1.4	-1.0
18	CNC(=O)CCC(=O)Nc1ccc(C)cc1	15.2	-0.1	-9.2	-7.5	-10.9	7.4	0.3	-1.8	0.6
19	OC(c1ccc(F)c(F)c1)c1nc(-c2ccc3ccccc3c2)cs1 (stereo not drawn)	22.7	/	/	-1.7	/	2.2	55.3*	-7.1	/
20	CCCc1ccc(C(O)c2ncc(-c3cccc(OC)c3)[nH]2)cc1 (stereo not drawn)	3.6	/	/	-0.7	/	-9.1	4.9	12.6	/
21	COc1ccc(NC(=O)N2CCn3c2nc2ccccc23)cc1	0.9	-1.1	-19.7	-1.9	-2.4	4.2	-1.8	-13.7	-1.0
22	Cc1cc(/C=C2\SC(=S)NC2=O)c(C)n1-c1cccc(O)c1	2.9	2.9	-2.6	-2.4	-3.1	-0.2	-4.6	3.5	3.2
23	O=C(N/N=C/c1cccc2nccnc12)c1ccncc1	1.6	0.1	-1.0	-2.8	-2.5	2.8	-1.4	-8.0	-0.8
24	COc1ccc(C(=O)N/C(=C\c2ccco2)C(=O)NCc2cccnc2)cc1	/	1.3	-11.6	-1.7	-3.5	-1.5	/	0.2	-2.5
25	O=C1c2cccnc2C(Nc2ccc(Br)cc2)N1Cc1cccs1 (stereo not drawn)	3.0	1.3	-15.8	-8.3	-10.9	-8.5	-1.4	13.0	1.0
26	O=C(OCc1cc(Cl)cc2c1OCOC2)c1cccnc1Cl	-0.1	-0.6	-28.2	-3.6	-2.4	0.6	-13.3	-11.3	-1.1
27	O=C(O)Cn1c(O)c(C=Nc2ccccc2)sc1=S	5.8&6.1	2.7&3.5	2.7&-1.8	-1.9&-1.3	-8.6&-11.1	7.0&-0.8	1.2&-18.0	-14.5&5.9	0.3&1.5
28	CC(C)(C)n1nc2c(c1NC(=O)c1ccc(F)c(F)c1)CS(=O)(=O)C2	6.2	0.3	0.5	-1.2	6.4	4.4	-1.5	-3.3	-0.4
29	Cc1cnc2c(c1)C(=O)c1ccccc1-2	-1.1	-0.1	-4.1	0.3	-3.2	25.8	-11.2	-30.6	-0.9
30	COc1ccccc1CNC(=O)COC(=O)c1ccc(Cl)c(N)c1	4.5	-0.9	-13.0	-3.3	-2.1	2.2	-31.1	7.7	-1.2
31	FC(F)Oc1ccc(NC(=S)NNc2ccnc3cc(Cl)ccc23)cc1	17.8	-0.8	2.1	-8.7	-14.2	-8.7	20.9	8.0	0.5
32	O=C(COc1ccc2c(c1)OCO2)Nc1ccccc1F	-0.3	0.8	-9.7	-3.8	-1.2	8.0	-1.3	-5.9	-0.3
33	COc1ccc(CNC(=S)Nc2ccccc2)cc1	4.8	2.0	-7.3	-0.6	-2.6	6.8	3.9	-13.2	-1.1
34	CCCCn1c(C(C)NC(=O)c2cccs2)nc2ccccc21 (stereo not drawn)	8.6	-0.9	-21.0	-4.6	-24.7	3.6	2.5	-5.5	-2.4
35	Cc1cc(C)c(OCC(=O)OCC(=O)N2CCCc3ccccc32)c(C)c1	-1.8	-0.4	-5.2	-6.0	0.1	5.0	-10.4	-2.9	-0.5
36	CC(=O)Nc1ccc(C(=O)NNC(=O)c2ccc(Cl)cc2Cl)cc1	4.2	0.7	-8.9	-2.0	-2.5	5.8	-13.9	-6.3	0.4
37	COc1cc(C(=O)NN=Cc2ccc(N(C)C)cc2)cc(OC)c1OC	1.5	/	/	-2.6	/	1.6	6.9	-8.8	/
38	CN(c1ccccc1)S(=O)(=O)c1cccc(NC(=O)CSc2nncn2C)c1	1.0	1.5	-8.1	-7.5	-14.2	11.1	-5.0	-7.6	0.5
39	COc1ccc(C(=O)NCc2ccco2)cc1S(=O)(=O)N1CCOCC1	2.6	-0.8	-4.1	-2.0	2.2	-1.8	-16.4	4.1	0.0
40	COC(=O)C1=C(C)NC2=C(C(=O)CC(c3cccs3)C2)C1c1ccsc1 (stereo not drawn)	10.1	-0.9	-9.7	-4.7	-2.4	-2.5	3.3	11.5	-1.0
41	COc1ccc([N+](=O)[O-])cc1NS(=O)(=O)c1cc(C(=O)NCc2cccnc2)ccc1Cl	1.6	0.7	-17.9	-5.6	-6.3	-3.7	-1.7	5.8	0.6
42	O=C1C2=C(c3ccccc31)[N+](=O)C1CCCCC1N2[O-] (stereo not drawn)	3.0	0.3	-1.9	-3.5	-6.1	-0.6	-7.1	-25.4	1.3
43	CCCC(=O)Nc1ccc(C(=O)NCCc2ccc(F)cc2)cc1	6.8	1.1	-4.4	-8.4	0.5	-1.9	13.0	-6.5	0.5
44	O=C(CCC(=O)N1CCN(c2ccccc2)CC1)Nc1nnc(C2CCCCC2)s1	0.1	0.5	-20.2	-3.0	-0.9	17.9	-19.9	-13.1	1.4
45	Cc1c(Br)c(-c2n[nH]c(=S)n2Cc2ccco2)nn1C	2.1	0.8	-6.5	-6.7	1.9	13.8	-25.6	-8.6	0.4

Gathered by group: the compounds so far with an aryl thioether with sulfur outside any ring
cpd	mol	TAAR1 agonist	V1aR counter	CHO parental Ca	CHRM1 agonist	OXTR potentiate	CHRM1 PAM	TAAR1 antag	CHRM1 antagonist	OXTR agonist
5	CCOC(=O)CSc1n[nH]c(NC(C)=O)n1	6.2	0.3	-4.7	-0.9	4.4	1.9	7.8	-0.7	0.2
8	CSc1ccc(N=Nc2c(C)[nH]n(C)c2=O)cc1	-0.2	-1.9	-15.5	-1.5	10.8	4.6	-18.6	3.8	-2.4
11	Cn1nnnc1SCC(=O)N1CCN(S(=O)(=O)c2ccccc2)CC1	3.5	1.0	-11.0	-3.5	-5.7	5.2	19.6	0.2	1.3
12	CCc1c(C)nc(SC)n(CC#N)c1=O	1.6	0.3	-0.7	-2.5	0.4	9.5	-9.9	-17.4	0.1
16	Cc1ccc(-c2noc(CSc3nnc(-c4ccncc4)n3-c3ccc(C)cc3)n2)cc1	6.2	1.0	-22.9	-5.7	1.2	-1.2	1.4	-3.9	-0.3
17	CC(C)n1c(SCC(=O)Nc2ccc3c(c2)OCO3)nc2c1c(=O)n(C)c(=O)n2C	5.6	-0.9	-23.5	-2.6	-0.3	3.6	-4.4	-1.4	-1.0
38	CN(c1ccccc1)S(=O)(=O)c1cccc(NC(=O)CSc2nncn2C)c1	1.0	1.5	-8.1	-7.5	-14.2	11.1	-5.0	-7.6	0.5
